Bioassay records (PubChem BioAssay)
M1 PAM: potentiates human M1 receptor response to acetylcholine; CHO-K1 hM1, Fluo-8 calcium fluorescence, ACh EC20; 0% = ACh EC20, 100% = maximal ACh; activation, % at 3 µM; hit rate 0.088% among 360,000; AID 588819; in the data active = activation above about 19%, passing the limit was not always enough
Target sequence (P11229 whole entry, looked up): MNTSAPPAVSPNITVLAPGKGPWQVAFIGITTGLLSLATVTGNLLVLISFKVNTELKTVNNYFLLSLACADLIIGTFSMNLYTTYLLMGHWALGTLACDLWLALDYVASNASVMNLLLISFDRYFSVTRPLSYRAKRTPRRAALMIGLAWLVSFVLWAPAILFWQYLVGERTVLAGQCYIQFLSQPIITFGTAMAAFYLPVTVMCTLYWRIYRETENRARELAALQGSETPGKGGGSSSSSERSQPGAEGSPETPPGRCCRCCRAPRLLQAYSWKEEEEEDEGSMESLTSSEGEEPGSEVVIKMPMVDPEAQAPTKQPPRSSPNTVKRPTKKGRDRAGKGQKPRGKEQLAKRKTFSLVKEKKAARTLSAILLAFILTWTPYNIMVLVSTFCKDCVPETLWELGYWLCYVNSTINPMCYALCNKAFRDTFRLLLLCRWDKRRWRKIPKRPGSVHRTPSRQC
OXTR potentiate: potentiators of human oxytocin receptor; hit rate 0.061% among 320,000; activation, % at 3 µM; AID 2445; CHO-OTR cells, Fluo-8 calcium fluorescence, potentiator mode; 0% = oxytocin EC15, 100% = EC100;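 active = activation above that plate's cutoff, the mean activation of tested compounds plus 3 SD, cut at about 6.6% in these data, passing the limit was not always enough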;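 note: 100% uses oxytocin at 75 nM as the full agonist control; some results filed as inactive read as strong as hits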
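System: human OTR in CHO cells; Also added: sub-maximal oxytocin, roughly EC15; Timing: compound 6 min at room temperature before oxytocin, 100 s read; Technique: Fluo-8 intracellular calcium fluorescence, ex 470-495, em 515-575 nm; Controls: oxytocin EC15 low and EC100 high; Replication: singlicate.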
CHRM1 antagonist: human CHRM1 antagonism; P11229; CHO-K1 hM1, Fluo-8 calcium fluorescence, ACh EC80 antagonist; inhibition, % at 3 µM; hit rate 1.3% among 360,000;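 active = percent inhibition above its own plate's cutoff, namely the mean of that plate's compound wells plus 3 SD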;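 note: peak over basal fluorescence ratio during 140 s after agonist addition; 0% = ACh EC80 plus DMSO and 100% = DMSO alone without agonist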
TAAR1 antagonist: human TAAR1 antagonism. Q96RJ0. CHO RD-HGA16 TAAR1, Fluo-8 calcium fluorescence, antagonist. inhibition, % at 3 µM. hit rate 1.5% among 360,000;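 active = inhibition above a per-plate cutoff, the mean inhibition of test compounds on that plate plus 3 SD, cut at about 49% in these data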;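 note: 0% = DMSO plus EC80 beta-PEA response and 100% = DMSO alone without agonist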
Target sequence (Q96RJ0 whole entry, looked up): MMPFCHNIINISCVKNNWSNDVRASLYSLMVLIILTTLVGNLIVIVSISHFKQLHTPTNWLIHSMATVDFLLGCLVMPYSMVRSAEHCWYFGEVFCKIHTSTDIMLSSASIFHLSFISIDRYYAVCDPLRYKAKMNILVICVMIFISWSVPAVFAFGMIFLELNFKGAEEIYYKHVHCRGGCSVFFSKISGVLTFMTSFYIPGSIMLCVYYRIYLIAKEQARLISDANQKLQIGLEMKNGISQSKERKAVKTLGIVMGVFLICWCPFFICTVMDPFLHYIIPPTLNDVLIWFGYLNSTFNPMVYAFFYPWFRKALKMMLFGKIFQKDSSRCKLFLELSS
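test system = CHO RD-HGA16 cells bearing hTAAR1 | replication = singlicate | controls = DMSO-only wells and EC80 β-PEA-stimulated wells | reagent = EC80 β-phenethylamine stimulus | read-out basis = percent inhibition of PEA-evoked calcium signal, max/basal emission ratio | schedule = seeding 17-24 h prior, 75-min 37 °C, 30-min RT dye loading | signal = kinetic Fluo-8 calcium fluorescence measurement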
V1aR counter: counter-screen for oxytocin receptor agonists: human V1a receptor agonists; P37288; CHO-V1R cells, Fluo-8 calcium fluorescence, agonist mode; 0% DMSO, 100% 3 nM vasopressin; activation, % at 3 µM; hit rate 0.25% among 320,000; AID 2797;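 active = activation above the mean activation of all tested compounds plus 3 SD, per screening run, cut at about 20% in these data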;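 note: signal is peak over basal fluorescence ratio across a 100 second FLIPR read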
CHRM1 agonist: human M1 muscarinic receptor agonism | P11229 | CHO-K1 hM1, Fluo-8 calcium fluorescence, agonist mode; 0% DMSO, 100% acetylcholine EC100 | hit rate 0.33% among 360,000 | AID 588814 | activation, % at 3 µM;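 active = activation above the run's mean compound activation plus 3 SD, cut at about 16% in these data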;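 note: peak over basal fluorescence ratio within a 140 s kinetic read after compound addition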
CHO parental Ca: signal in parental CHO cells, OX1R antagonist counter-screen; AID 463079; hit rate 0.63% among 330,000; inhibition, % at 5.6 µM; parental CHO-K1, ATP-induced calcium, Fluo-8 fluorescence;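 active = inhibition above that plate's mean sample inhibition plus 3 SD, cut at about 26% in these data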;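 note: 0% = ATP-challenged DMSO wells and 100% = DMSO wells without ATP; some compounds past the cut are filed as inactive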
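Test system: untransfected parental CHO cell line; also added: ATP stimulus; dosing: 5.6 µM, single dose; signal: calcium-sensitive Fluo-8 fluorescence; measure: percent inhibition of ATP-evoked calcium rise, normalized to controls; benchmarks: low control ATP plus DMSO, high control DMSO only; replication: one well per compound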
OXTR ag: agonists of human oxytocin receptor | P30559 | CHO-OTR cells, Fluo-8 calcium fluorescence; normalized: DMSO 0%, oxytocin 100% | activation, % at 3 µM | hit rate 0.32% among 320,000;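 active = activation above the mean of all tested compounds plus 3 SD, cutoff set per screening run, cut at about 20% in these data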;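 note: peak over basal fluorescence ratio from a 100 s FLIPR kinetic read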
TAAR1 ag: human TAAR1 agonism; CHO RD-HGA16 TAAR1, Fluo-8 calcium fluorescence; vehicle wells 0%, saturating PEA agonist 100%; activation, % at 3 µM; Q96RJ0; hit rate 0.99% among 360,000;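 active = activation above the mean activation of all test compounds in the run plus 3 SD, cut at about 38% in these data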
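System: CHO-derived RD-HGA16 cells with stable Gα16 and human TAAR1 / Times: 17-24 h plating, Fluo-8 75 min 37 °C, 30 min RT / Technique: calcium-sensitive Fluo-8 signal, excitation 470-495, emission 515-575 nm / Measure: % activation relative to PEA EC100 response / Benchmarks: DMSO and PEA EC100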
The depositor's hits bear a star; · = no result given. Not a hit list; any-hit rate near 3.7%.

entry	smiles	M1 PAM	OXTR potentiate	CHRM1 antagonist	TAAR1 antagonist	V1aR counter	CHRM1 agonist	CHO parental Ca	OXTR ag	TAAR1 ag
1	Cc1nn2c(NCCN(C)C)c3c(nc2c1-c1ccccc1)CCCC3	9	-5	-14	-22	2.7	-3	-15	9.7	6
2	COc1ccc(C(=O)COc2ccccc2N2C(=O)C3C4C=CC(C4)C3C2=O)cc1 (configuration not stated)	-6	-7	8	10	1.1	-3	-21	-0.8	12
3	COc1ccc(OC)c(NC(=O)CSc2nc(=O)n(CCN3CCOCC3)c3c2CCC3)c1	6	4	-7	-19	0.4	-7	-23	-0.4	2
4	Cc1cc(C)n(S(=O)(=O)c2ccc(C(C)(C)C)cc2)n1	-21	-4	55*	10	0.8	-9	-3	-0.4	2
5	CC(NC(=O)c1cc2cc([N+](=O)[O-])ccc2oc1=O)C1CCCO1 (configuration not stated)	2	4	2	-21	0.5	-6	-1	1.4	1
6	Cc1cc([N+](=O)[O-])ccc1NC(=S)NC(=O)Cc1ccccc1	2	-11	-11	39	1.8	-3	-9	-0.3	30
7	CCOC(=O)c1ccc(NC(=O)C2CC(=O)Nc3nc4ccccc4n32)cc1 (configuration not stated)	4	-4	-3	-20	-0.4	-4	4	1.1	2
8	C[C@@]12C(=O)Nc3cc(F)c(F)cc3C(=O)N1[C@H]1c3ccccc3OC[C@@H]1[C@@H]2c1ccccc1	-32	·	79*	-9	·	-6	·	·	5

The closing 2 entries of the part above are carried over, then new ones follow:
entry	smiles	M1 PAM	OXTR potentiate	CHRM1 antagonist	TAAR1 antagonist	V1aR counter	CHRM1 agonist	CHO parental Ca	OXTR ag	TAAR1 ag
7	CCOC(=O)c1ccc(NC(=O)C2CC(=O)Nc3nc4ccccc4n32)cc1 (configuration not stated)	4	-4	-3	-20	-0.4	-4	4	1.1	2
8	C[C@@]12C(=O)Nc3cc(F)c(F)cc3C(=O)N1[C@H]1c3ccccc3OC[C@@H]1[C@@H]2c1ccccc1	-32	·	79*	-9	·	-6	·	·	5
9	CCOC(=O)C1=C(C)Nc2ncnn2C1c1ccccc1F (configuration not stated)	5	2	13	3	-1.3	-4	13	-2.0	6
10	COC(OC)c1nc(SCC(=O)Nc2cccc(Cl)c2)ncc1C(=O)O	9	-4	-11	-9	-1.4	0	3	-1.0	12
11	Nc1nc(C2CCCN2S(=O)(=O)c2ccc(Cl)cc2)cs1 (configuration not stated)	2	2	-5	-12	2.5	-4	-14	1.1	2
12	COCCNC(=S)N(CCc1c(C)[nH]c2ccccc12)Cc1cccnc1	4	-6	5	-1	0.1	-6	-17	0.2	3
13	O=C(c1ccc2c3c(cccc13)CC2)C1CCCN(Cc2ccncc2)C1 (configuration not stated)	-10	-7	5	-17	6.4	-5	-20	7.2	1
14	S=c1[nH]nc(Cc2ccccc2)n1-c1ccc(Cl)cc1	3	-5	-10	19	0.6	-4	-7	0.3	3
15	CCCc1nnc(NC(=O)CC(=O)OCC)s1	0	1	-33	-4	-0.1	-2	-6	-0.5	12
16	CCOC(=O)C1(Cc2ccccc2Cl)CCN(C(=O)CN2CCOC2=O)CC1	-1	2	4	16	-0.9	-6	-18	-0.4	2
17	Cc1[nH]n(-c2ccccc2)c(=O)c1/C=N/NC(=O)c1ccoc1C	0	-4	2	-6	-0.5	-5	4	-1.4	1
18	Cc1ccc(C(=O)OCC(=O)N(CC(C)C)c2c(N)n(Cc3ccccc3)c(=O)[nH]c2=O)cc1[N+](=O)[O-]	6	-7	-10	10	-0.1	-1	-30	1.4	0
19	COc1ccc(C(=O)NC(=S)N2CC(C)OC(C)C2)cc1OC (configuration not stated)	3	0	-1	5	-0.1	3	-9	0.2	6
20	CCc1cc2c(=O)oc(-c3ccc(Br)cc3)nc2s1	3	·	6	-6	·	0	·	·	3
21	COc1ccc(S(=O)(=O)N(C)C)cc1NC(=O)COC(=O)c1nn(C)c(=O)c2ccccc12	3	-4	-4	-46	-1.1	-5	-15	-0.1	1
22	COc1ccc(-c2cc(CCCC(=O)NCCc3ccccc3)no2)cc1	17	-11	-8	-7	0.9	-1	2	1.0	3
23	Cn1c(SCC(=O)Nc2ccc3cn[nH]c3c2)nnc1-c1cnccn1	6	-18	-10	11	0.5	-5	-8	0.3	7
24	Cc1ccccc1NC(=O)CCSc1nnnn1-c1ccccc1	4	-12	-4	15	-0.6	-1	-7	-1.5	7
25	O=C(NCCN1CCN(C(=O)C(c2ccccc2)c2ccccc2)CC1)C(=O)Nc1ccccc1	-4	-5	-11	-6	2.0	-4	-9	-1.3	2
26	CCc1[nH]nc2c1C(C1C=CCCC1)C(C#N)=C(N)O2 (configuration not stated)	9	-6	-11	4	-0.2	-11	-9	-0.6	1
27	O=C(C=Cc1cccs1)c1cccs1	-8	·	13	11	·	-2	·	·	0
28	COc1cc(CNCCc2c[nH]c3ccccc23)cc(Cl)c1OCC(N)=O	0	-4	-7	-14	4.5	-7	-14	3.0	5
29	CC1CN(Cc2nc3c(c(=O)n(C)c(=O)n3C)n2CCc2ccccc2)CC(C)O1 (configuration not stated)	0	-11	-15	-7	-0.4	-4	-22	-0.3	3
30	O=C(/C=C/[C@H]1O[C@@H](n2cnc3c(NC(=O)c4ccccc4)ncnc32)[C@H](O)[C@@H]1O)NCc1ccc2c(c1)OCO2	10	·	-15	-1	·	-1	·	·	1
31	CCCCNC(=O)c1onc(CSc2ccc(Cl)cc2)c1C(=O)O	8	-7	0	9	-0.1	0	-2	-0.8	-1
32	Cc1c(O)ccc(C(=O)COc2ccc(F)cc2)c1O	1	-31	10	40	2.2	-1	-2	2.7	8
33	CC(=O)Nc1nc2cccc([N+](=O)[O-])c2s1	1	0	14	4	0.4	-3	-2	0.4	1
34	CCOc1cc(C(=O)Nc2cc(C)ccn2)cc(OCC)c1OCC	7	1	1	8	-1.5	-4	-14	-1.7	2
35	CC(=O)OCC(=O)C1(O)CCC2C3CC(C)C4=CC(=O)CCC4(C)C3C(O)CC21C (configuration not stated)	7	·	-21	-5	·	-1	·	·	8
36	O=C(/C=C/c1ccc2c(c1)OCO2)NC1CCCC1	2	-17	1	8	-0.3	-1	-6	0.0	-1
37	COc1cc(C(=O)N2CCC(c3nc(-c4cccnc4)no3)CC2)cc(OC)c1OC	-1	-6	4	-7	1.8	-5	-15	1.0	4
38	O=[N+]([O-])c1cccc(/C=N/Nc2nc(NCc3ccccc3)nc(N3CCOCC3)n2)c1	10	-4	-11	-3	-0.6	-7	-8	-3.0	-1
39	CCOC(=O)C(NC(=O)c1ccccc1)(Nc1cccc(C)n1)C(F)(F)F (configuration not stated)	-5	-9	8	-3	-0.5	-12	2	-1.6	11
40	c1ccc(-c2nc(N3CCNCC3)nc3ccccc23)cc1	-19	-4	26	-8	-0.5	-7	-15	-0.3	26
41	CN(c1ccccc1)S(=O)(=O)c1ccc(NC(=O)COc2ccccc2)cc1	8	-7	-8	40	5.6	8	15	2.8	8
42	CCOc1ccc(Oc2ccc(Cl)cc2NC(=O)CCNC(C)=O)cc1	2	-8	2	-13	0.9	-5	-8	-0.9	-2
43	O=C(C[C@@H]1C/C=C\CCCC(=O)OC[C@@H](c2ccccc2)NC1=O)NCCO	-11	4	17	4	0.8	-4	5	2.1	11
44	Cn1c(=O)c2c(SCC(=O)NCC3CCCO3)nc(CC(C)(C)C)nc2n(C)c1=O (configuration not stated)	7	-4	-6	3	-0.6	-6	-27	-1.2	-1
45	Cc1ccc(C(=O)NNc2ncnc3ccccc23)cc1	2	-3	1	7	-0.7	0	-5	-0.5	-1
46	O=C(COc1ccc(Br)cc1)N/N=C1\SCC(=O)N1c1ccc(F)cc1	5	-6	-6	10	1.0	-3	-6	1.3	2
47	CC(C)(C)OC(=O)NCCCCCNC(=O)c1nc[nH]c1C(=O)N1CCN(C(=O)OC(C)(C)C)CC1	-12	-2	11	38	0.6	2	-17	0.9	16

Structures listed so far that have an aryl methoxy group:
entry	smiles	M1 PAM	OXTR potentiate	CHRM1 antagonist	TAAR1 antagonist	V1aR counter	CHRM1 agonist	CHO parental Ca	OXTR ag	TAAR1 ag
2	COc1ccc(C(=O)COc2ccccc2N2C(=O)C3C4C=CC(C4)C3C2=O)cc1 (configuration not stated)	-6	-7	8	10	1.1	-3	-21	-0.8	12
3	COc1ccc(OC)c(NC(=O)CSc2nc(=O)n(CCN3CCOCC3)c3c2CCC3)c1	6	4	-7	-19	0.4	-7	-23	-0.4	2
19	COc1ccc(C(=O)NC(=S)N2CC(C)OC(C)C2)cc1OC (configuration not stated)	3	0	-1	5	-0.1	3	-9	0.2	6
21	COc1ccc(S(=O)(=O)N(C)C)cc1NC(=O)COC(=O)c1nn(C)c(=O)c2ccccc12	3	-4	-4	-46	-1.1	-5	-15	-0.1	1
22	COc1ccc(-c2cc(CCCC(=O)NCCc3ccccc3)no2)cc1	17	-11	-8	-7	0.9	-1	2	1.0	3
28	COc1cc(CNCCc2c[nH]c3ccccc23)cc(Cl)c1OCC(N)=O	0	-4	-7	-14	4.5	-7	-14	3.0	5
37	COc1cc(C(=O)N2CCC(c3nc(-c4cccnc4)no3)CC2)cc(OC)c1OC	-1	-6	4	-7	1.8	-5	-15	1.0	4
